Screening data: PubChem, The Scripps Research Institute Molecular Screening Center
TTR transcr act – activators of transthyretin transcription; SH-SY5Y TTR promoter Gaussia luciferase, luminescence; 100% = recombinant luciferase protein wells; activation, % at 16.7 µM; 1.3% of 92,000 active; AID 1117267;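 active means activation above the mean of all tested compounds plus 3 SD, cut at about 9.5% in these data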;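 further: cells exposed to compounds for one day before reading; 0% = median of all test compound wells on the plate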
* = called active by the depositor. Only part of the results is shown; count on the stated rates, not on these rows.

SMILES | TTR transcr act
N#Cc1cnn(-c2ncnc3sc4c(c23)CCCC4)c1N | -2.0
COc1ccc(Br)cc1S(=O)(=O)N1CC(C)OC(C)C1 (stereo not drawn) | 2.8
Cc1ccc2cc(CN(CC3CCCO3)S(=O)(=O)c3c(C)ccc4nsnc34)c(=O)[nH]c2c1 (stereo not drawn) | -0.7
Cc1ccc2nc(-c3ccc(NC(=O)CCN4C(=O)c5ccccc5C4=O)cc3)sc2c1 | -1.0
O=C(C(=O)N1CC=C(c2ccccc2)CC1)c1c[nH]c2ccccc12 | 0.7
Cc1ccccc1NC(=O)COC(=O)c1cccc(S(=O)(=O)N2CCCCC2)c1 | -1.6
Cc1cccn2c(N)c(-c3ccccc3)nc12 | 0.1
CCOC(=O)C1C(=O)C=C(c2ccc(C)cc2)CC1c1cccc([N+](=O)[O-])c1 (stereo not drawn) | 0.0
COc1ccc(OC)c(C(=O)c2coc3cc(Br)c(O)c(Br)c23)c1 | 1.9
O=C(CCSc1ccc(Br)cc1)c1ccc(O)cc1 | 1.2
COc1ccc(NS(=O)(=O)c2cccc(C(=O)NN=Cc3cc(Br)c(O)c(Br)c3)c2)cc1 | -3.0
CC(=O)OC1CCC2(C)C(CCC3C2CC(=O)C2(C)C3CC(C(C(C)=O)C(C)=O)C2C(C)=O)C1 (stereo not drawn) | -1.7
COc1ccc(S(=O)(=O)N2CCCCC2)cc1NC(=O)CN(C)C1CCCCC1 | -2.3
CC(C)Cc1csc(NC(=O)c2ccccc2Cl)c1C(=O)O | -0.3
CC1=[N+]([O-])C(C)(C)C(c2ccc(Br)cc2)=[N+]1[O-] | 5.0
Fc1ccc(-c2nc3c(Cl)cc(C(F)(F)F)cn3c2Cc2cccc(Cl)c2)cc1 | -1.6
NC1=NC(=O)/C(=C/c2cn(CCC(=O)O)nc2-c2ccc(F)cc2)S1 | -0.9
O=C(Nc1cccnc1)c1ccc(-c2ccccc2)cc1 | -2.3
O=C1OCC2=C1C(c1ccccc1)CC(=O)N2c1cccc(F)c1 (stereo not drawn) | 1.7
Cc1nc2nc[nH]n2c(=O)c1NS(C)(=O)=O | 3.1

Quoted at random: 5 records from the list, in no set order.
SMILES | TTR transcr act
O=C1OCC2=C1C(c1ccccc1)CC(=O)N2c1cccc(F)c1 (stereo not drawn) | 1.7
CC1=[N+]([O-])C(C)(C)C(c2ccc(Br)cc2)=[N+]1[O-] | 5.0
Cc1ccccc1NC(=O)COC(=O)c1cccc(S(=O)(=O)N2CCCCC2)c1 | -1.6
COc1ccc(S(=O)(=O)N2CCCCC2)cc1NC(=O)CN(C)C1CCCCC1 | -2.3
O=C(Nc1cccnc1)c1ccc(-c2ccccc2)cc1 | -2.3

(cont.)
SMILES | TTR transcr act
CC(C)n1c(NCc2cccs2)nc2ccccc21 | 4.2
CCOc1ccc(S(=O)(=O)N2CCN(C(=O)c3ccc(C)c(S(=O)(=O)N4CCOCC4)c3)CC2)cc1 | 0.7
CC(C)CC1NC(=O)c2cc(Cl)ccc2-n2c1nc1cc(F)ccc1c2=O (stereo not drawn) | -2.1
CC(C)C1CC(C(=O)Nc2ccccc2)C(=O)O1 (stereo not drawn) | 1.4
Cc1noc(C)c1COc1ccccc1C(=O)NCCc1ccc(F)cc1 | 1.4
CCOc1ccc(S(=O)(=O)NCCC2=CCCCC2)c2ccccc12 | -1.1
CCN(CC1CCCO1)C(=O)CCc1nnc(CCc2ccccc2OC)o1 (stereo not drawn) | 6.1
CN(C(=O)CS(=O)(=O)c1cn(CC(=O)N2CCCCC2)c2ccccc12)c1ccccc1 | -1.4
CCN1CCN(CCC(=O)Nc2ccc(Br)cc2)CC1 | -1.5
Cc1ccc(N2CC(C(=O)N/N=C/c3c(F)cccc3Cl)CC2=O)cc1 (stereo not drawn) | -0.2
CCCn1nc(C(=O)Nc2nc(-c3ccccn3)cs2)c2ccccc2c1=O | -1.5
CCCn1c(N)c(NCCN2CCOCC2)c(=O)n(CC(=O)NCc2ccccc2)c1=O | -1.1
Cc1nnc(C)n1/N=C/c1ccc(C(C)C)cc1 | 1.5
COc1ccc2c(c1)CCc1c(C(=O)N(C)c3ccccc3)noc1-2 | -0.9
CCCCOC(=O)CCc1c(C)n[nH]c1C | 0.2
Cc1ccc(C2(C)NC(=O)N(CC(=O)c3ccc(Cl)s3)C2=O)cc1 (stereo not drawn) | -0.2
COc1ccc(CCNC(=O)c2ccc(CS(=O)(=O)c3ccc(Br)cc3)o2)cc1OC | -4.5
C[C@@H]1CN([C@H](C)CO)C(=O)CCCn2cc(nn2)CO[C@H]1CN(C)S(C)(=O)=O | 0.1
O=C(NCc1ccccc1)c1noc2c1CCCCC2 | 3.3
Cc1cccc(N2CCN(C(=O)CCc3nc4ccccc4c(=O)[nH]3)CC2)c1C | 3.4
COc1ccc(-c2nc(C#N)c(N3CCCCCC3)o2)cc1OC | -0.8
Cc1cc(OCC(=O)NCc2ccncc2)ccc1Cl | -0.3
NNC(=O)c1cncc(Br)c1 | 1.7
O=C(O)c1ccc(N2C(=O)/C(=C\c3ccccc3)N=C2c2ccccc2)cc1 | -0.1
CC1CN(c2nc(-c3ccc(Br)cc3)nnc2-c2ccccc2)CC(C)N1 (stereo not drawn) | -1.6
Cc1ccccc1C(=O)Nc1ccc(O)c2c(=O)cc(-c3ccccc3Cl)oc12 | 3.0
CC1CCCCC1NC(=O)COc1ccc(C#N)cc1 (stereo not drawn) | 1.0
CCc1c(C)sc(NC(=O)Cn2nc(C(F)(F)F)c3c2CCCC3)c1C#N | 2.4
O=c1[nH]cc(N2CCCCCC2)c(=O)[nH]1 | 0.6
CC(=O)Nc1ccc(NC(=O)CS(=O)(=O)Cc2ccccc2)cc1 | -0.9
O=C(CNC(=O)c1ccc2ccccc2c1)NC1CCCCC1 | -1.6
Cc1onc(-c2ccccc2)c1C(=O)NCC1CCCO1 (stereo not drawn) | 0.6
CCCCN1C(=O)c2ccc(C(=O)OCC(=O)N3CCN(c4ccccc4)CC3)cc2C1=O | -0.3
COc1ccc(-c2noc(CCC(=O)NCCCN3CCC(C)CC3)n2)cc1 | -2.2
CCc1ccccc1N=Cc1c(C)c(C#N)c2[nH]c3ccccc3n2c1=O | -2.1
Cc1coc2cc3oc(=O)cc(C)c3cc12 | -0.3
Cc1ccccc1OCCC(=O)Nc1ccc(F)c(Cl)c1 | -0.2
O=S(=O)(Nc1nccs1)c1ccc2c(c1)OCCO2 | 0.1
O=S(=O)(NCc1ccncc1)c1ccc(F)c(F)c1 | -2.2
Cc1cc(C)c2c(=O)[nH]c(SCc3ccccc3)nc2n1 | -2.0
CCCn1c(SCC(=O)N2CC(=O)Nc3ccccc32)nc2ccccc21 | 0.5
COCc1cc(C)nc(Sc2nc3c(c(=O)n(C)c(=O)n3C)n2C)c1C#N | 3.0
COC(=O)c1c(NC(=O)c2ccc(N(C)S(=O)(=O)c3ccc(C)cc3)cc2)sc2c1CCCC2 | 2.3
COc1ccccc1C(=O)OCc1cc(=O)n2ccsc2n1 | -1.9
C[C@H](CO)N1C[C@H](C)[C@@H](CN(C)C(=O)NC2CCCC2)Oc2cc(Br)ccc2S1(=O)=O | 18*
Cc1[nH]c(=S)c(C#N)c(C)c1CCC#N | -1.1
C[C@@H](NC(=O)c1nc[nH]c1C(=O)NCC(=O)OC(C)(C)C)c1ccccc1 | 3.9
O=S(=O)(/N=C(/c1ccccc1)N1CCCCC1)c1ccccc1 | 0.7
Cc1cccc(NC(=S)N/N=C2\CC(C)(C)Oc3ccc(O)cc32)c1 | 0.6
COc1ccc(Cl)cc1NC(=S)Nc1ccccc1F | 2.3
Cc1cc(C)n(/N=C/c2cccs2)c(=O)c1C#N | -1.0
Cc1csc(=Nc2ccccc2)n1CCO | 3.5
CCN(CC(=O)Nc1c(F)cccc1F)C(=O)/C=C/c1cn(Cc2ccccc2)nc1-c1cccnc1 | -0.3
Cc1nc(SCn2nnc3ccccc3c2=O)nc(C)c1C | 5.8
CC(C)Cn1cnc2c(c1=N)C(c1ccccc1)C1=C(CC(C)(C)CC1=O)O2 (stereo not drawn) | 0.3
O=C(N/N=C/c1cccc(Oc2ccccc2)c1)c1ccccc1Br | -1.2
O=C(NCc1ccco1)Nc1ccc([N+](=O)[O-])cc1 | 6.6
COc1ccc(CCNC(=O)CSc2nc3[nH]ncc3c(=O)n2-c2ccccc2OC)cc1OC | -0.1
COC(=O)c1cc(NC(=O)c2c(-c3c(Cl)cccc3Cl)noc2C)ccc1N1CCOCC1 | -0.1
O=C(COC(=O)c1ccc([N+](=O)[O-])o1)Nc1cccc(S(=O)(=O)N2CCCCC2)c1 | -1.6
(next part)
SMILES | TTR transcr act
Cc1cc(NC(=O)CSc2ccc3nnc(-c4ccccn4)n3n2)no1 | 1.3
Cc1cc(C)n2c(Nc3c(C)cccc3C)c(CCc3ccccc3)nc2n1 | 2.8
CC(=O)Nc1ccc(NC(=O)Cn2nc([N+](=O)[O-])c(Br)c2C)cc1 | 1.6
O=C(Nc1c(F)cccc1F)C(c1ccccc1)c1ccccc1 | -0.1
CCCC(=O)Nc1ccc(C(=O)n2ccc(C)n2)cc1 | 3.2
CCOc1ccc(/C(O)=C2/C(=O)C(=O)N(CCOCCO)C2c2ccc(F)cc2)cc1 (stereo not drawn) | 3.6
COc1cccc(CN(C)C(=O)c2cc(S(=O)(=O)N3CCN(c4ccccc4)CC3)ccc2Cl)c1 | -2.6
C=CCOc1ccc(/C=C/C(=O)OCC(=O)N2CCN(C(C)=O)CC2)cc1 | -1.8
Cc1ccccc1-c1noc(-c2ccc(Cl)cc2)n1 | 3.1
Cc1cc(C(=O)Nc2nc3ccc(Cl)cc3s2)nn1C | 0.9
Cc1cc(C)c(CN2CCC(n3nccc3NC(=O)C3CCCC3)CC2)cc1C | -2.4
COc1cnn(-c2cccc(Cl)c2)c(=O)c1Cl | 0.7
CCCCNC(=O)C1(C)CCCCN1C(=O)c1cccs1 (stereo not drawn) | 0.7
Cc1cccc(C)c1N=Cc1c(C(F)(F)F)[nH][nH]c1=O | -0.1
O=S(=O)(NCCc1csc(-c2ccccc2)n1)c1cccnc1 | 1.6
CCOc1ccc(CCNC(=O)CCn2ccc3cc(S(=O)(=O)N4CCCC4)ccc32)cc1 | 0.0
CCn1c(Cc2ccc(OC)cc2)nnc1SCC(=O)NC1CCCCC1 | 1.0
CCN(CC)c1ccc(S(=O)(=O)N2CCOCC2)cc1NC(=O)COC(=O)c1ccco1 | 1.0
CCOC(=O)N1CCN(C(=O)COC(=O)c2cc(Cl)c(O)c(Cl)c2)CC1 | -1.4
CC(=O)Oc1ccc2occ(C(=O)c3ccccc3)c2c1 | -0.9

TTR transcr act, entries above that show a hit
SMILES | TTR transcr act
C[C@H](CO)N1C[C@H](C)[C@@H](CN(C)C(=O)NC2CCCC2)Oc2cc(Br)ccc2S1(=O)=O | 18*

An excerpt of the results above, as a working copy:
SMILES | TTR transcr act
CCOC(=O)N1CCN(C(=O)COC(=O)c2cc(Cl)c(O)c(Cl)c2)CC1 | -1.4
CC(=O)Oc1ccc2occ(C(=O)c3ccccc3)c2c1 | -0.9

3 entries already listed, arranged by count of non-hydrogen atoms, smallest number first:
SMILES | TTR transcr act
Cc1cc(C(=O)Nc2nc3ccc(Cl)cc3s2)nn1C | 0.9
CC(=O)Oc1ccc2occ(C(=O)c3ccccc3)c2c1 | -0.9
CCn1c(Cc2ccc(OC)cc2)nnc1SCC(=O)NC1CCCCC1 | 1.0

(further entries)
SMILES | TTR transcr act
O=C(NC(=S)Nc1ccccc1)c1ccc(Br)o1 | 1.8
Cc1cc2nccnc2cc1C | -0.6
Nc1nc(SCc2ccccc2)c2ncn(C3OC(CO)C(O)C3O)c2n1 (stereo not drawn) | 1.5
CC(NC(=O)c1ccc(C(C)(C)C)cc1)C(=O)O (stereo not drawn) | 1.5
Cc1cc(Cl)cc(Cl)c1OCCN1CCCC1 | 0.6
CC(=O)c1ccccc1OC(=O)CCN1C(=O)C2C3C=CC(C4CC34)C2C1=O (stereo not drawn) | 1.1
CCCC[C@@H]1CN=C(N)N1CCc1cccc(F)c1 | -1.4
CC(=O)Nc1nc(C)c(Oc2cccc(C(F)(F)F)c2)c(=O)[nH]1 | 0.3
COc1ccccc1C1NC(=O)NC(C)=C1C(=O)OCc1ccccc1 (stereo not drawn) | -1.1
C=CCN(CC=C)Cc1cc(=O)oc2ccccc12 | -0.1
Cc1ccc(S(=O)(=O)NCCN2CCN(S(=O)(=O)c3ccccc3Cl)CC2)cc1 | -0.4
CC1CCc2c(sc3ncnc(SCC(=O)Nc4ccc(C(=O)O)cc4)c23)C1 (stereo not drawn) | -2.4
C[C@H]1C=C(C(=O)N2CCN(Cc3ccc4c(c3)OCO4)CC2)O[C@@H](OCc2ccc(CO)cc2)C1 | 0.8
O=C1c2ccccc2C(=O)N1CCc1nc(-c2ccccn2)no1 | 0.1
Cc1ccc(NC(=O)CC2SC(=NC3CCCCC3)NC2=O)cc1 (stereo not drawn) | 0.3
Cc1ccccc1OCC(=O)Nc1ccc(NC(=O)c2ccco2)cc1 | -1.9
COc1ccc(OC(=O)C(C)N2C(=O)c3ccccc3C2=O)cc1 (stereo not drawn) | -0.6
CSc1ccc(CN2CCCC(CO)(Cc3ccccc3)C2)cc1 (stereo not drawn) | -0.5
COC(=O)C[C@@H]1C[C@@H]2c3cc(NS(=O)(=O)c4ccc(F)cc4)ccc3O[C@@H]2[C@@H](CO)O1 | -0.4
COc1ccc(NC2CCCN(C(=O)CCc3ccccc3F)C2)cc1 (stereo not drawn) | -2.1
COc1ccc(NC(C)=O)cc1NC(=O)C1CCN(C(=O)Nc2ccccc2)CC1 | -0.9
Cc1ccc2nc(C)c(C(=O)N/N=C/c3ccco3)cc2c1 | 0.6
COC(=O)C1=C(C)NC2=C(C(=O)c3ccccc32)C1c1cccc(OC)c1 (stereo not drawn) | 1.9
CCN1CCN(C(=O)c2cc(-c3ccc(Cl)s3)nc3ccccc23)CC1 | -1.8
Cc1cc(C(=O)CSc2nnc(-c3ccc(Cl)cc3)n2CC2CCCO2)c(C)n1C (stereo not drawn) | -0.5
Cc1cc2oc(=O)cc(CN(C)Cc3ccccc3)c2cc1C(C)C | 1.1
